SNCA expr inhib: reduces expression of the alpha-synuclein gene | HEK-293 SNCA-luciferase knock-in, luminescence, 24 h | 140,000 compounds, 0.17% hits | Potency, µM (doses to about 57.2 µM), without a hit: at the top dose activity change, negative = inhibition, actives largely listed as inhibitors;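 also: potency is read from the fitted curve at half-maximal effect; plate controls were DMSO cells for no effect and cell-free wells for full effect; nearly all actives have a fitted effect of over 45% in size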
IP6K1 inh: IP6K1 kinase inhibition. Q92551. IP6K1 kinase, ADP-Glo luminescence, 2 h; hits give low values. activity change, % (series mostly up to about 58 µM). 140,000 compounds, 0.81% hits; in the data active = activity change below about -25%
Target sequence (Q92551 whole entry, looked up): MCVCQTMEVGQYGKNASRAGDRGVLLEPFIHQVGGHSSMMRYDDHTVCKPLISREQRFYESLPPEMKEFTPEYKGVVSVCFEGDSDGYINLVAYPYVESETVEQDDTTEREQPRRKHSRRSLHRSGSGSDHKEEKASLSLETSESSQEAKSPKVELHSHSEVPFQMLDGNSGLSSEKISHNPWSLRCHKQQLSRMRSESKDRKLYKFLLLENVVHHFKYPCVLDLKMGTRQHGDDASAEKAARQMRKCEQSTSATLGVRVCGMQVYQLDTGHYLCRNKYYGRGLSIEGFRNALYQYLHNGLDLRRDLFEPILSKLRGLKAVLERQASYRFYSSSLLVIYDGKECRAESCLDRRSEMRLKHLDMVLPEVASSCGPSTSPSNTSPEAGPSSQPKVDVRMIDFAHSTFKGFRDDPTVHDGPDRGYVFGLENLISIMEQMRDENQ
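ADP-Glo luminescence measures ADP made by human IP6K1 during a 2 h RT reaction with ATP/IP6 (mix at 1.3 mM/130 uM); top library doses 57.5 and 19.1 uM final.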
HEK cytotox: kills HEK 293 cells | HEK 293 viability, ATP luminescence (CellTiter-Glo), 48-72 h | Potency, µM (doses to about 115 µM), inactives show at the top dose activity change, negative = cytotoxicity, hits mostly inhibitors | 94,000 compounds, 6.6% hits | AID 1345083; also: potency is read from the fitted curve at half-maximal effect; nearly all actives have a fitted effect of over 60% in size
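Cytotoxicity was scored by loss of ATP-coupled luminescence (CellTiter-Glo) in HEK 293 cells. Compound treatment ran 48 or 72 hr at 37 degree Celsius, 5% CO2, 95% humidity.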
FLuc inh: Photinus pyralis luciferase inhibition | P08659 | purified P. pyralis luciferase, luminescence, biochemical | Potency, µM (doses to about 115 µM), inactives show at the top dose activity change, negative = inhibition, most hits filed as inhibitors | 76,000 compounds, 2.5% hits; also: potency is read from the fitted curve at half-maximal effect; nearly all actives have a fitted effect of over 65% in size
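Purified 10nM P. pyralis luciferase with 10uM D-luciferin and 10uM ATP in 50mM Tris acetate pH 7.5, 10mM Mg acetate, 0.01% Tween-20, 0.05% BSA. qHTS titration; luminescence read by CCD imager.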
GPT2 inh: blocks human glutamate pyruvate transaminase 2 | Recombinant GPT2, coupled pyruvate oxidase/HRP Amplex Red fluorescence | Potency, µM (series often up to 57.7 µM), for inactives: at the highest dose activity change, negative = inhibition, actives largely listed as inhibitors | 100,000 compounds, 0.25% hits; also: potency is read from the fitted curve at half-maximal effect; nearly all actives have a fitted effect of over 60% in size; many of its hits are not listed in these tables
Target sequence (Q8TD30 whole entry, looked up): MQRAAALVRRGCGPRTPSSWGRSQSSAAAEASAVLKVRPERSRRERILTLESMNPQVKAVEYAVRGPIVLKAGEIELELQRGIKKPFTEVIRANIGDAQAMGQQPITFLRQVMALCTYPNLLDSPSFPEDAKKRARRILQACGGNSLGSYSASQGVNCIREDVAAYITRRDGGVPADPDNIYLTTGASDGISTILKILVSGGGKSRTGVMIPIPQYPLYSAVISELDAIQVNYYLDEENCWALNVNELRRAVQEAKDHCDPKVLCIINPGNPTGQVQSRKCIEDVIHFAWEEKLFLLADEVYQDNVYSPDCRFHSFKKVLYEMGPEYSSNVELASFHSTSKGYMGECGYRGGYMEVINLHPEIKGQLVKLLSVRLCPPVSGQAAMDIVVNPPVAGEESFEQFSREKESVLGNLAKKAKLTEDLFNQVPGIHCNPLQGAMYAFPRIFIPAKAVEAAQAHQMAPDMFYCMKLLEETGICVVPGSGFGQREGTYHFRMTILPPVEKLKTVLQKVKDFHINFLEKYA
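Inhibition is scored from Amplex Red fluorescence generated when pyruvate oxidase and HRP act on pyruvate released by GPT2. Reactions contain 10ng/uL enzyme, 250uM a-KG and 2mM L-alanine and run 30 min at room temperature.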
SNCA viab count: counter-screen for SNCA expression inhibitors: cell viability | HEK-293-SNCA-luc viability, GF-AFC fluorescence, 24 h | Potency, µM (series often up to 57.1 µM), inactives show at the highest dose activity change, negative = cytotoxicity, most hits filed as cytotoxic | 150,000 compounds, 0.12% hits | AID 1671193;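 also: potency is read from the fitted curve at half-maximal effect; 0% = DMSO-treated cells and -100% = medium-only wells without cells; nearly all actives have a fitted effect of over 30% in size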
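Cytotoxicity counterscreen: after 24 h compound treatment of genome-edited SNCA-luciferase HEK-293 cells, live-cell protease substrate GF-AFC read by fluorescence after 30 min; activity scaled between DMSO (0%) and medium-only (-100%), curves Hill-fitted.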
NIH3T3 tox: cytotoxic compounds in NIH 3T3 cells. NIH 3T3 viability, CellTiter-Glo ATP luminescence, 48-72 h. Potency, µM (titrated, usually from 96.7 µM), without a hit: top-dose activity change, negative = cytotoxicity, hits mostly inhibitors. 94,000 compounds, 4.3% hits. AID 1345082; also: potency is read from the fitted curve at half-maximal effect; nearly all actives have a fitted effect of over 55% in size
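First NIH 3T3 cells are plated at 400 cells/well; next compound is pinned in; then plates incubate 48 or 72 hr at 37 °C; finally CellTiter-Glo is added and luminescence read after 10 min.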
* = called active by the depositor; i = inactive; ? = inconclusive; . = not tested or not shown; [ ] = remark or other dose. Unless noted, calls follow the shape of the dose curve; as a rule, active = well fitted curve in the direction sought with a large enough effect; inconclusive = small, poorly fitted or top-dose-only effect, or another doubt; inactive = no such curve, though single readings can be large; an effect the other way counts as inactive or inconclusive. Unless noted, % is scaled to controls: 0 for no effect and ±100 for the full control effect. The list is partial, so the mix of outcomes need not match the whole.

mol	SNCA expr inhib	IP6K1 inh	HEK cytotox	FLuc inh	GPT2 inh	SNCA viab count	NIH3T3 tox
CC(C)CN(C(=O)c1cccc(S(=O)(=O)N2CCCCC2)c1)C1CCS(=O)(=O)C1 (stereo not given)	-3%	-18	.	.	.	0%	.
COc1ccc(CNC(=O)CCC2CCCN(C(=O)CN3CCOC3=O)C2)c(OC)c1 (stereo not given)	-10%	9	-17%	-8%	?	-2%	-18%
O=C1N(CCCCOc2ccccc2)c2ccccc2NC12CCNCC2	?	21	20µM*	1%	?	?	?
CNC(=O)[C@@H]1CN(C(=O)c2nccc3ccccc23)C[C@H]1CO	-1%	3	-1%	-1%	i	1%	-6%
CCn1cc(C(=O)NCCc2ccc(OC)c(OC)c2)c(=O)c2cc(S(=O)(=O)N3CCc4ccccc4C3)ccc21	-19%	-13	.	.	.	?	.
CCCCC12CN3CC(C)(CN(C1)C3c1c[nH]c3ccccc13)C2=O (stereo not given)	19%	10	.	.	.	1%	.
Cc1cc(C)cc(NC(=O)C2CCCN2S(=O)(=O)c2cccc3nsnc23)c1 (stereo not given)	-17%	-13	.	.	.	0%	.
CN1C(=O)CC(C(=O)O)C12CCN(Cc1ncccn1)CC2 (stereo not given)	?	9	4%	-7%	-5%	0%	i
COc1ccccc1CC(=O)N1CCC[C@H]1c1nc(-c2ccc(F)cc2)no1	0%	5	?	6%	2%	-6%	?
O=C(NCCc1ccccc1)c1cc2n(n1)CC(c1ccc(Cl)cc1)OC2 (stereo not given)	3%	12	?	-7%	3%	0%	?
Cc1cccc(C)c1NC(=O)Cn1c(=O)n(CC2CCC(C(=O)NCCc3ccccc3)CC2)c(=O)c2ccccc21 (stereo not given)	-2%	5	.	.	.	0%	.
CCNC(=O)Nc1ccc2c(c1)CN(Cc1cccc(OC)c1)C(=O)C(CC)O2 (stereo not given)	-19%	-1	?	2%	i	-9%	-15%
COC(=O)CCCn1c(-c2ccc(C)cc2)c(C)n2c3c(=O)n(C)c(=O)n(C)c3nc12	?	-6	.	.	.	8%	.
CC1CCN(Cc2nnnn2CCCC(=O)N2CCN3CCCC3C2)CC1 (stereo not given)	?	-5	-2%	10%	1%	-20%	0%
Cc1ccc(C)c(NC(=O)CSc2nccn2-c2cccc(C)c2C)c1	22%	1	.	.	.	5%	.
COc1ccc(CNC(=O)c2oc3c(c2C)-c2nn(Cc4ccc(Cl)cc4)cc2CC3)cc1	?	-4	.	.	.	6%	.
COc1ccc(Nc2ccnc(N3CCC(C(=O)N4CCN(Cc5ccccc5)CC4)CC3)n2)cc1	?	-10	32µM*	.	i	-1%[12.5 µM]	?
Cc1onc(-c2cnn(C)c2NCc2ccccc2)c1C(=O)N1CCN(CCO)CC1	10%[87.6 µM]	-4	i	-3%[172 µM]	i	4%[87.6 µM]	?
Cn1ccnc1CN1CCC2(CC1)OC(=O)N(Cc1cccnc1)C2(C)c1ccccc1 (stereo not given)	-3%[87.6 µM]	0	i	1%[172 µM]	-3%[88.5 µM]	-3%[87.6 µM]	?
Cc1noc(-c2cccn3c(CNC(=O)c4ccccc4)nnc23)n1	4%	-6	-5%	9%	i	0%	-25%
COC1CCN(CC2CCCCCN2C(=O)c2ccccc2F)CC1 (stereo not given)	6%	-9	-3%	7%	1%	-8%	-21%
CCC(C(=O)Nc1cc(-c2cn3cccnc3n2)ccc1C)c1ccccc1 (stereo not given)	37%[activator]	20	.	.	.	-6%	.
CCc1nc2c(c(-c3ccc(Cl)cc3)n1)CCN(Cc1ccc(C(F)(F)F)cc1)CC2	-5%	2	50µM*	1%	i	1%	-14%
Cc1ccc2c(n1)N(C)[C@H](CO)CCN(Cc1ccncc1)C2	19%[87.6 µM]	-7	2%[172 µM]	0%[172 µM]	-15%[88.5 µM]	1%[87.6 µM]	-12%[174 µM]
O=C(c1ccsc1)N1CCC2(CCCN(CC3CCC3)C2=O)C1 (stereo not given)	5%	4	-4%	11%	-24%	4%	0%
Cc1ccc2nc(NC(=O)c3ccc(S(=O)(=O)N4CCCc5ccccc54)cc3)sc2c1	-6%	22	.	.	.	-1%	.
NS(=O)(=O)c1ccc(CNC(=O)Cn2nc3c(cc2=O)CCCC3)cc1	-14%	30	15%	-2%	-7%	-12%	0%
CCOc1ccc(CC(=O)N2CCC(Oc3nccnc3N(C)C)C2)cc1 (stereo not given)	-11%	-4	6%	?	i	7%	i
CCOc1ccc(CCNC(=O)c2cc3sc(Cl)cc3n2C)cc1OCC	.	-9	.	.	i	-1%	.
Cc1nc(-c2ccc(C(C)N3CCCCC3)cc2)c(Cl)c(=O)[nH]1 (stereo not given)	-9%	6	i	4%	1%	-12%	2%
O=C(Cn1nc2c(cc1=O)CCCC2)NCc1ccccn1	24%	0	-18%	-14%	-1%	-5%	-10%
COc1cccc(CN2CCC3(CC2)c2[nH]c4ccccc4c2CCN3C)c1	-1%	-3	25µM*	6%	i	-5%[12.5 µM]	22µM*
O=C1CCN(C(=O)CCc2ccccc2)CCCC(CO)CCN1 (stereo not given)	3%	-10	-11%	-11%	i	5%	-10%
O=C(c1cccc(F)c1)N1CCCCCC1CN1CCOCC1 (stereo not given)	22%	-7	i	.	?	-5%	-11%
CCC(=O)OC1=C(C(C)=O)N(Cc2ccccc2)S(=O)(=O)c2ccccc21	18%	0	.	.	.	-4%	.
COc1ccc(O)c(C2CC(=O)Nc3c2c(C)nn3-c2ccc(C)cc2)c1 (stereo not given)	-4%	-9	?	12%	4%[11.5 µM]	-17%	-10%
COc1ccc2c(c1)O[C@H]1[C@H](CO)CN([S+](=O)([O-])c3cccs3)[C@@H]21	.	6	50µM*	.	.	.	?
CCOc1ccccc1NC(=O)Cn1nc2n(c1=O)CCCC2	46%[activator]	-12	-33%	-22%	i	-14%	-54%
COCC(=O)N[C@H]1C[C@@H](c2nc(-c3ccc(Cl)cc3)no2)N(C)C1	52%[activator][87.6 µM]	1	-15%[172 µM]	-7%[172 µM]	i	7%[87.6 µM]	?
COc1ccc(NC(=O)C2CCN(c3nc4ccccc4nc3C(F)(F)F)CC2)cc1	31%[activator]	10	.	.	.	0%	.
Cc1ccc(Cn2ccn3nc4c(c3c2=O)CCCC4)cc1	139%[activator]	-2	?	?	2%	-7%	?
CC(=O)Nc1ccc(NC(=O)CCc2nc3cccnc3n2Cc2cccs2)cc1	18%	-3	.	.	.	-3%	.
O=C(c1ccc(F)cc1)N1CCCC2(CNc3ccccc3[S+](=O)([O-])N2)C1 (stereo not given)	-4%	2	-23%	-5%	i	3%	-11%
CCOC(=O)c1ccc(NC(=O)CC(=O)Nc2ccc3nc4n(c(=O)c3c2)CCCCC4)cc1	2%	-3	.	.	.	1%	.
OCCN1CCN(C(c2ccccc2Cl)c2sc3nc(-c4ccco4)nn3c2O)CC1 (stereo not given)	11%	-5	.	.	.	-7%	.
O=C(N[C@@H]1COCC[C@@H]1Oc1ccc(F)cc1)c1cccn2cnnc12	-26%	5	2%	-2%	2%	5%	1%
OC[C@H]1O[C@@H](Oc2cc(O)cc(C=Cc3ccc(O)cc3)c2)[C@H](O)[C@@H](O)[C@H]1O	?	.	.	.	?	-10%	.
CC(=O)Nc1ccc(CN2CCCC(c3nc4ccc(F)cc4c(=O)[nH]3)C2)cc1 (stereo not given)	13%	27	?	-3%	i	-13%	?
CN(C)C(=O)CCc1ccc2c(c1)CN(C(=O)C1CCCCC1)CCO2	13%	1	-17%	.	-30%	-3%	-29%
COC[C@@H]1CN(C(=O)COc2ccccc2)C[C@H]1c1nc(C)no1	-10%	-11	0%	0%	i	0%	3%

(listing goes on)
mol	SNCA expr inhib	IP6K1 inh	HEK cytotox	FLuc inh	GPT2 inh	SNCA viab count	NIH3T3 tox
O=S(=O)(c1cnc[nH]1)N1CCC(c2nc(CCOCC3CCOCC3)no2)C1 (stereo not given)	30%[activator]	42	-1%	0%	i	-8%[12.5 µM]	-6%
CCN1Cc2ccccc2NCCC1=O	.	17	?	.	.	.	-20%
O=C(CN1C(=O)NC2(CCOCC2)C1=O)NCc1ccccc1	18%	3	5%	-7%	-1%	14%	i
CN(Cc1ccccc1C(F)(F)F)C(=O)c1ccc(F)cc1	-4%[87.6 µM]	-10	?	4%[172 µM]	2%[88.5 µM]	11%[87.6 µM]	-21%[138 µM]
Cc1cccnc1NC(=O)C1c2ccccc2C(=O)N(C2CCCC2)C12CCCC2 (stereo not given)	4%	28	?	-10%	i	-7%	?
CCOC(=O)c1cnc2c(ccc3ccccc32)c1Nc1ccc(Cl)cc1	12%	25	.	.	.	9%	.
CCOC(=O)N1CCN(Cc2nc3cc(NC(=O)CC(C)C)ccc3n2C(C)C)CC1	-29%	-5	.	.	.	-15%	.
O=C(NCC(F)(F)F)c1ccc2oc(-c3ccncc3)nc2c1	67%[activator]	18	?	.	-14%	5%	?
COc1cccc(-c2ccc3c(N)c(C(=O)c4ccc(F)cc4)sc3n2)c1	28%	8	.	.	.	?	.
CCOC(=O)c1cccnc1	-23%[25.6 µM]	3	.	.	i	-3%[23.9 µM]	.
CCN(CC)CCOC(=O)c1ccc(NC(=O)Cn2ncc3c([nH]c4ccc(C)cc43)c2=O)cc1	-8%	16	.	.	.	2%	.
CN(C)c1cccc(C(=O)Nc2nc3ccc(S(=O)(=O)N4CCCC4)cc3s2)c1	23%	9	.	.	.	-3%	.
COC(=O)CN1C(=O)C(C)(C)c2cc(S(=O)(=O)Nc3ccc(C(C)C)cc3)ccc21	31%[activator]	16	.	.	.	7%	.
CCn1nccc1C(=O)N1CCCC(c2nnc(Cn3cccn3)n2C)C1 (stereo not given)	-15%	-7	i	-4%	-4%	1%	1%
Cc1noc(C)c1-c1nccc2c(=O)cc(N(C)C3CCOCC3)oc12	9%[87.6 µM]	-10	i	-2%[172 µM]	3%[88.5 µM]	1%[87.6 µM]	?

A portion from the list above, for reference:
mol	SNCA expr inhib	IP6K1 inh	HEK cytotox	FLuc inh	GPT2 inh	SNCA viab count	NIH3T3 tox
CCOC(=O)c1cccnc1	-23%[25.6 µM]	3	.	.	i	-3%[23.9 µM]	.
CCN(CC)CCOC(=O)c1ccc(NC(=O)Cn2ncc3c([nH]c4ccc(C)cc43)c2=O)cc1	-8%	16	.	.	.	2%	.
CN(C)c1cccc(C(=O)Nc2nc3ccc(S(=O)(=O)N4CCCC4)cc3s2)c1	23%	9	.	.	.	-3%	.
